# Screens from PubChem BioAssay.
# LGR2 antag – inhibitors of bursicon-induced Drosophila LGR2 receptor cAMP signaling | HEK293 LGR2, CRE-luciferase, bursicon-stimulated, 4 h | inhibition, % at 9.99 µM | 380,000 compounds, 0.35% hits;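 active = drop in luminescence signal, shown as inhibition above about 50% in the replicate tests, limit read from the data, passing the limit was not always enough; inconclusive = probably only some replicates passing the limit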;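 also: agonist challenge used bursicon conditioned medium at about half maximal strength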
# INS-1E GSIS act – GLuc luminescence reporter in INS-1E cells, primary screen for activators of glucose-dependent secretion of insulin. 370,000 compounds, 0.61% hits. activation, % at 16.6 µM. AID 743287. INS-1E GLuc reporter insulin secretion, 2-3 h;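 active = lowest replicate activation of at least 40%, so every replicate reaches that level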;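 also: 0% = median of neutral control wells and 100% = median of IBMX positive control wells; some compounds called inactive have numbers as strong as hits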
# PAX8 inh HTS – lowers PAX8-driven luciferase in RMG-I cells. RMG-I TPO-luciferase reporter, SteadyGlo, 24 h. inhibition, % at 12.6 µM. 360,000 compounds, 1.2% hits. AID 652154;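 active = mean replicate inhibition at least 60% with every replicate also reaching 60%; inconclusive = only one of the two criteria is met; inactive = mean below 60% and not all replicates reaching 60%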;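 also: luciferase light reporting Pax8 driven TPO promoter activity; plate controls were median of neutral control wells for no effect and mitoxantrone controls for full effect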
# Cneo AK release – Cryptococcus neoformans lysis via adenylate kinase release; AID 651654; 360,000 compounds, 0.2% hits; lysis activity, % at 15 µM; C. neoformans lysis, adenylate kinase release luminescence, 4 h; normalised: neutral wells 0, clomiphene wells 100;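 active = mean lysis activity across replicates of at least 80%, whatever share of replicates individually reach that level; inactive = mean lysis activity below 80%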
#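 Material: C. neoformans cells | Amount: Yeast cell density of 5 × 10^6 cells/mL | Medium: Fresh YPD growth medium | Dosing: Single dose | Times: Static 4 h at 37 °C with compound, 1 h detection | Detection: AK luminescence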
# PglD inh – inhibitors of Campylobacter jejuni PglD acetyltransferase; inhibition, % at 12.5 µM; purified PglD enzyme, DTNB colorimetric CoA detection; 360,000 compounds, 0.098% hits; in the data active = inhibition above about 16%, passing the limit was not always enough; inconclusive = no clear call, values can overlap the other calls; also: strong numbers were not always called active
# PGC1a acetyl inh – modulators of PGC1a acetylation; U2OS PGC1a acetylation, AlphaScreen anti-acetyl-lysine; with virally co-expressed GCN5 acetyltransferase; inhibition, % at 15.6 µM; 350,000 compounds, 0.17% hits; AID 651687;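 active = every replicate shows inhibition of at least 40%; inconclusive = mean inhibition at least 40% but some replicate below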;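 also: 0% = neutral control wells and 100% = positive control wells; some results beyond the cut were filed as inactive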
# ARNT TACC3 PPI – disruptors of human ARNT/TACC3 interaction; Q9Y6A5; inhibition, % at 9.99 µM; AlphaScreen His-ARNT PAS-B/GST-TACC3 binding, luminescence; TACC3 fragment carries E629A point mutation; AID 623870; 390,000 compounds, 0.66% hits;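 active = mean inhibition of replicates at least 50% and at least half of replicates each reaching 50%; inconclusive = half or more replicates reach 50% but mean below 50%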;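 also: 0% = complete ARNT plus TACC3 wells and 100% = ARNT alone without TACC3; many hits fall short of the cut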
# C2C12 statin – suppression of simvastatin myotoxicity. 330,000 compounds, 0.78% hits. rescue of ATP level, % at 7.49 µM. C2C12 myotubes + simvastatin, ATP luminescence, 48 h; scaled: DMSO 0, geranylgeraniol control 100;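 active = mean ATP rescue above about 67%, or every replicate alone reaching that limit, limit read from the data, passing the limit was not always enough; inconclusive = no clear call, values can overlap the other calls; inactive = mean under the limit and some replicate under it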;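 also: myotubes were challenged with 10 µM simvastatin during compound exposure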
# Starred values were filed as active, the others as inactive; ? = inconclusive; / = no result given; & = joins results of further samples.
SMILES,LGR2 antag,INS-1E GSIS act,PAX8 inh HTS,Cneo AK release,PglD inh,PGC1a acetyl inh,ARNT TACC3 PPI,C2C12 statin
COc1ccc(CN(C)C[C@@H]2Oc3ccc(NS(=O)(=O)c4ccc(Cl)cc4)cc3CC(=O)N([C@@H](C)CO)C[C@H]2C)cc1,-1,-16,-16,/,/,-7,/,/
O=C(CN1CCOCC1)Nc1ncccn1,/,/,16,0,2,38,0,-15
NC1=NC(=O)/C(=C/c2ccc(-c3ccc(S(N)(=O)=O)cc3)o2)S1,2,7,7,30,-7,2,26,-5
Cc1cccc(CC(=O)N2CCN(C(=O)c3ccco3)CC2)c1,11,7,12,-1,2,9,/,6
Cc1ccccc1N1CCN(C2CCCN(C(=O)c3csc(C(C)C)n3)C2)CC1 (stereo not drawn),-5,-8,/,0,-2,/,-27,3
CCCn1c2ccc(F)cc2c2nnc(NN)nc21,-21,0,17,/,/,-1,11,/
CN1C(=O)/C(=C\c2ccccc2F)Sc2ccc(C(=O)NC3CCN(Cc4ccccc4)CC3)cc21,22,-5,21,-4,5,/,-4,35
Cc1cc(NC(=O)CSc2nnc(NCc3ccco3)s2)no1,-4,1,2,-1,3,/,2,-2
CCNC(=O)C[C@@H]1CC[C@H]2[C@@H](COC[C@@H](O)CN2C(=O)Nc2ccc(C(F)(F)F)cc2)O1,3,-19,2,-2,0,1,4,-32
O=C(Nc1ccccc1Oc1cccnc1)C1CCCN(C/C=C/c2ccc(F)cc2)C1 (stereo not drawn),7,-26,-3,2,4,-6,7,-10
Cc1ccc(CNC(=O)C2CCC(=O)N2Cc2ccc(C)cc2)cc1 (stereo not drawn),4,-15,-8,5,7,/,4,6
COc1ccc(Br)cc1/C=C\C(=O)NCc1cccnc1,-10,5,-5,/,/,7,-19,4
CN(C)/C=C1\C(=O)N(C)N=C1C(F)(F)F,6,1,-4,/,/,/,1,/
CCN(CC)C(=O)C1CCCN(Cc2ccc(N(C)C)cc2)C1 (stereo not drawn),-9,-5,9,/,1,10,-2,5
CSc1ccc(S(=O)(=O)NCC(=O)OCC(=O)NC2(C#N)CCCCC2)cc1[N+](=O)[O-],-9,6,8,1,-5,/,-13,-1
O=C(c1cc([N+](=O)[O-])cc([N+](=O)[O-])c1)N(c1ccccn1)c1ccccn1,7,10,-1,/,/,/,1,/
O=C(CCn1cccc1)Nc1ccccc1F,-17,-7,/,2,-3,1,0,-7
Cc1ccc(/C=N/NC(=O)CSCc2ccc(Cl)cc2)cc1,/,/,2,4,-4,4,-2,-9
CCn1nnnc1SCC(=O)Nc1ccc(OC)cc1,/,/,-10,-5,-1,-9,-4,/
O=C1CSC(c2ccccc2)N1c1ccccc1F (stereo not drawn),1,39,-6,0,-4,/,-4,1
CC(C)(C)NC(=O)C(c1ccc(F)cc1)N(CC1CCCO1)C(=O)c1csnn1 (stereo not drawn),-2,11,-38,34,-1,/,3,9
CCOc1cc(C(=O)N(C)c2ccccc2)cc(OCC)c1OCC,/,/,/,0,-5,-7,-1,9
Cc1ccc2[nH]cc(CCNC(=O)c3cccs3)c2c1,-13,11,-13,-5,-6,-19,1,-17
CCCCn1c(N)c(N(CCOC)C(=O)CC(NC(=O)c2ccccc2Cl)c2ccccc2)c(=O)[nH]c1=O (stereo not drawn),-8,-6,7,-1,-2,2,1,0
CCN(CC)S(=O)(=O)c1ccc(Cl)c(NC(=O)c2ccccc2C)c1,/,/,/,1,0,-12,-5,3

# The list continues.
SMILES,LGR2 antag,INS-1E GSIS act,PAX8 inh HTS,Cneo AK release,PglD inh,PGC1a acetyl inh,ARNT TACC3 PPI,C2C12 statin
N/C(=N\OC(=O)c1cc(Br)ccc1Cl)c1ccccn1,47,22,-14,/,/,3,-11,/
COc1ccc(OC2CCN(S(=O)(=O)c3ccc(C(C)=O)cc3)CC2)cc1,-10,/,26,-1,-2,/,2,8
O=C(Nc1ccccc1F)N[C@H]1CC[C@H](CCNS(=O)(=O)c2ccc(F)cc2)O[C@H]1CO,15,-13,/,45,1,6,9,2
O=[N+]([O-])c1ccccc1/C=N/n1c(COc2ccccc2)n[nH]c1=S,/,/,/,1,-2,/,2,4
COC(=O)CNC(=O)/C=C/c1cc(Br)ccc1OC,8,5,-3,0,0,/,3,2
COCC(=O)N1CC(=O)N2[C@H](CO)[C@@H](c3ccc(-c4ccccc4F)cc3)[C@@H]2C1,10,-11,2,/,/,-9,/,/
CCc1ccc2c(c1)C(NC(C)=O)C(=O)N2CC (stereo not drawn),5,-2,-5,-1,1,-6,-25,9
COc1ccccc1C(=O)NC(=O)COC(=O)Cc1ccccc1[N+](=O)[O-],20,22,4,2,5,10,-3,7
Cc1ccc(NC(=O)C2(c3ccccc3)CCOCC2)c([N+](=O)[O-])c1,-13,10,1,/,/,/,2,/
O=[N+]([O-])c1ccc(SCCc2ccncc2)cc1,11,-2,-14&-3,3&-2,-8&-6,9&-3,0,6
O=C(C1CCOCC1)N1C[C@H]2[C@@H](c3ccccc31)[C@@H](CO)N2Cc1ccccc1,-23,-8,7,5,-2,2,-4,-10
Cc1ccc(C(=O)NCCSc2ccccc2)cc1S(=O)(=O)Nc1ccccc1,10,-25,/,1,4,-21,2,?
CCOC(=O)/C=C1\SCC(=O)N1CC(=O)Nc1ccc(C(C)C)cc1,/,/,/,5,0,/,0,7
C[C@H]1CN([C@@H](C)CO)C(=O)CCCn2cc(nn2)CO[C@@H]1CN(C)S(=O)(=O)c1cccc(F)c1,16&-7,-1&5,-8&-9&-34,-5&-3,-4&5,7&2&8,-25,5&-16&8
Cc1ccc(N2C(=O)[C@@H]3C(C(=O)CCN4C(=O)c5ccccc5C4=O)=NN[C@@H]3C2=O)cc1,-12,-4,21,/,/,/,1,/
CN(C)C(=O)C[C@@H]1CC[C@@H]2[C@H](COC[C@@H](O)CN2CC2CC2)O1,-7,3,9,0,2,-1,-6,-16
CN(C)c1nc(SCCOC(=O)c2ccccc2)nc(N(C)C)n1,/,/,/,-1,-1,/,-12,4
CCCCN(CC)CCCNC(=O)c1cn(-c2ccc(OC)cc2)c(=O)c2ccccc12,-11,-10,24,-1,11,/,4,-8
Cc1ccc(NS(=O)(=O)c2ccc(C(=O)NCCCN3CCCC3=O)cc2)cc1,8,-4,14,0,0,/,-5,5
C[C@H]1CN([C@@H](C)CO)C(=O)Cc2cc(NC(=O)Cc3cn(C)c4ccccc34)ccc2O[C@H]1CN(C)S(=O)(=O)c1ccccc1,-17,2,-11,0,3,-17,-5,-17
C[C@H](CO)N1C[C@H](C)[C@@H](CN(C)Cc2cncnc2)Oc2cc(-c3cncnc3)ccc2S1(=O)=O,-8,15,-32,-2,0,6,-6,-18
Cn1ncc2c(Nc3ccc([N+](=O)[O-])cc3)nc(Cl)nc21,17,-3,7,1,1,/,2,-14
COc1ccc(CCNC(=O)c2ccc(NC3=NC4CS(=O)(=O)CC4S3)cc2)cc1OC (stereo not drawn),-3,4,-16,-5,-2,-4,-8,14
O=C(Nc1ccc(Cl)cc1)N1CCC(c2nc(-c3cccs3)no2)CC1,-12,-18,/,0,1,6,-3,-26
O=C1c2ccccc2C(=O)N1Cc1nc(-c2ccccn2)no1,7,-6,/,-1,1,-1,10,4

# 3 compounds from above, sorted by formula weight, low to high:
SMILES,LGR2 antag,INS-1E GSIS act,PAX8 inh HTS,Cneo AK release,PglD inh,PGC1a acetyl inh,ARNT TACC3 PPI,C2C12 statin
CN(C)/C=C1\C(=O)N(C)N=C1C(F)(F)F,6,1,-4,/,/,/,1,/
Cc1cccc(CC(=O)N2CCN(C(=O)c3ccco3)CC2)c1,11,7,12,-1,2,9,/,6
Cc1cc(NC(=O)CSc2nnc(NCc3ccco3)s2)no1,-4,1,2,-1,3,/,2,-2

# Additional results follow:
SMILES,LGR2 antag,INS-1E GSIS act,PAX8 inh HTS,Cneo AK release,PglD inh,PGC1a acetyl inh,ARNT TACC3 PPI,C2C12 statin
COc1cc2c(cc1OC)C(C)N(C(=S)Nc1ccccc1)CC2 (stereo not drawn),0,12,-10,/,/,/,5,/
O=C(Nc1sc2c(c1C(=O)NCCCO)CCCC2)c1ccccc1,-15,4,8,1,-2,-16,-3,-12
Cc1cc(NC(=O)CCC(=O)N(Cc2cccnc2)C(C(=O)NC(C)(C)C)c2ccccc2Cl)no1 (stereo not drawn),-18,0,7,-2,4,9,-5,12
COc1cccc(-c2ccc3n(c2=O)C[C@@H]2[C@@H](CO)[C@H](C(=O)NC4CCCC4)N[C@H]32)c1,2,8,8,-1,2,/,-3,1
COCCN(C(=O)COC(=O)c1cccnc1Cl)c1c(N)n(Cc2ccccc2)c(=O)[nH]c1=O,7,31,0,0,5,-5,20,-15
CCn1c(C(=O)N2CCCC(C(=O)NCCc3ccc(C)cc3)C2)cc2sccc21 (stereo not drawn),16,-31,/,6,/,-20,-2,27
CCC(=O)N1CC[C@@H]2[C@H]1c1cc(-c3ccc(OC)cc3)ccc1N(C)[C@H]2CO,1,-7,1,4,-4,7,7,6
CCOC(=O)c1c(CN2CCNCC2)nc2ccc(Cl)cc2c1-c1ccccc1,-16,-35,10,/,/,/,1,/
COc1ccc(CC(=O)N(C)Cc2cccc(OC)c2OC)cc1S(=O)(=O)N1CCOCC1,8,-1,3,-1,-7,2,11,10
COCCN(C(=O)COC(=O)CCS(=O)(=O)c1ccccc1)c1c(N)n(Cc2ccccc2)c(=O)[nH]c1=O,-7,5,3,/,/,/,9,/
Cc1ccc(S(=O)(=O)N2CCCCC2C(=O)N(C)c2ccccc2)cc1 (stereo not drawn),19,-13,3,5,3,-8,/,-3
CCCN(C)C[C@H]1OCCCC[C@H](C)Oc2ccc(NS(C)(=O)=O)cc2C(=O)N([C@H](C)CO)C[C@H]1C,14,6,-12,/,/,3,/,0
O=C(Nc1ccc(N2CCOCC2)c(Cl)c1)c1ccccc1F,-92,-3,/,-5,-2,-5,-2,-52
C[C@@H]1CC[C@]2(O[C@H](CCO)C[C@@H](O)[C@@H]2O)O1,-5,2,-10,-1,0,-1,-25,-22
COc1ccc(NS(=O)(=O)c2ccc(C)c(C(=O)N3CCN(Cc4cc(OC)ccc4OC)CC3)c2)cc1,6,-28,18,0,-3,1,2,13
CN1C(=O)/C(=C\c2ccc(N(C)C)cc2)OC1=S,-33,/,-32,0,-1,/,-5,9
CSc1nc2cc(Oc3cccc(Cl)c3Cl)c(Cl)cc2[nH]1,/,/,-10,-2,-5,-17,5,-8
COc1ccc(-c2cc3nc4n(c(=O)c3s2)CCCCC4)cc1,11,-13,-126,/,/,-3,-7,-16
C[C@H](CO)N1C[C@H](C)[C@@H](CN(C)C(=O)Nc2ccccc2)OCCCC[C@H](C)Oc2ccc(NC(=O)CCC(F)(F)F)cc2C1=O,-30,-4,-9,1,-2,0,-9,/
O=C(Oc1ccccc1C(=O)N1CCOCC1)c1ccccc1,/,17,/,1,-3,5,-7,-5
CN1C(=O)c2cc(NS(=O)(=O)c3ccccc3F)ccc2OC[C@@H]2O[C@H](CC(=O)NC3Cc4ccccc4C3)CC[C@@H]21,-1,-3,23,2,2,/,-1,-26
CC(C)CCN1CCN(Cc2ccon2)CC1CCO (stereo not drawn),-3,7,8,0,-1,-2,-6,8
O=C(c1ccc(COc2ccccc2Cl)o1)N1N=C(C(F)F)CC1(O)C(F)F (stereo not drawn),-8,3,-18,5,-3,-7,-16,/
CC(=O)Nc1ccc(NC(=O)/C=C/c2ccc3c(c2)OCO3)cc1,4,-4,-7,/,/,12,-12,/
O=C(NCC1(c2ccccc2)CCCC1)c1ccco1,12,17,7,/,/,/,0,/
